Assay outcomes from PubChem.
G9a block: G9a (human) methyltransferase inhibition | Q96KQ7 | G9a H3K9 monomethylation, AlphaScreen, 2 h | Potency, µM (top dose mostly 102 µM), for inactives: at the top dose activity, negative = inhibition, most hits filed as inhibitors | actives 8.8% (n = 350,000); also: % is scaled to controls: 0 for no effect and ±100 for the full control effect; nearly all actives have a fitted effect of over 75% in size
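Compounds were preincubated with 20 nM G9a for 15 min, after which biotinylated H3K9 peptide (500 nM) and SAM (20 uM) started a 2 h room-temperature reaction. Monomethylated product was quantified by antibody-based AlphaScreen chemiluminescence.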
GLS inh: inhibitors of human glutaminase (GLS). O94925. GLS enzymatic activity, qHTS titration. Potency, µM (top dose mostly 45.5 µM), inactives show top-dose activity change, negative = inhibition, most hits filed as inhibitors. actives 0.21% (n = 410,000); also: % is scaled to controls: 0 for no effect and ±100 for the full control effect
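Compounds were pin-transferred onto hKGA, after which L-glutamine (1 mM solution) and a detection mix of glutamate oxidase, HRP and Amplex Red were added. Initial and 30 min RT fluorescence reads were collected.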
BLM helicase inh: Bloom syndrome helicase (human) inhibition. AID 2528. P54132. recombinant BLM DNA unwinding, fluorescence dequenching. actives 0.2% (n = 350,000). Potency, µM (series often up to 56.1 µM), for inactives: at the top dose activity change, negative = inhibition, usual class: inhibitors;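 also: plate controls were vehicle for no effect and no enzyme for full effect; nearly all actives have a fitted effect of over 35% in size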
POLI inh: DNA polymerase iota (human) inhibition. Q9UNA4. Pol iota fluorescent replication assay, 10 min. Potency, µM (highest dose often 115 µM), for the others: at the top dose activity, negative = inhibition, actives largely listed as inhibitors. actives 1% (n = 390,000). AID 588590
Target sequence (Q9UNA4 whole entry, looked up): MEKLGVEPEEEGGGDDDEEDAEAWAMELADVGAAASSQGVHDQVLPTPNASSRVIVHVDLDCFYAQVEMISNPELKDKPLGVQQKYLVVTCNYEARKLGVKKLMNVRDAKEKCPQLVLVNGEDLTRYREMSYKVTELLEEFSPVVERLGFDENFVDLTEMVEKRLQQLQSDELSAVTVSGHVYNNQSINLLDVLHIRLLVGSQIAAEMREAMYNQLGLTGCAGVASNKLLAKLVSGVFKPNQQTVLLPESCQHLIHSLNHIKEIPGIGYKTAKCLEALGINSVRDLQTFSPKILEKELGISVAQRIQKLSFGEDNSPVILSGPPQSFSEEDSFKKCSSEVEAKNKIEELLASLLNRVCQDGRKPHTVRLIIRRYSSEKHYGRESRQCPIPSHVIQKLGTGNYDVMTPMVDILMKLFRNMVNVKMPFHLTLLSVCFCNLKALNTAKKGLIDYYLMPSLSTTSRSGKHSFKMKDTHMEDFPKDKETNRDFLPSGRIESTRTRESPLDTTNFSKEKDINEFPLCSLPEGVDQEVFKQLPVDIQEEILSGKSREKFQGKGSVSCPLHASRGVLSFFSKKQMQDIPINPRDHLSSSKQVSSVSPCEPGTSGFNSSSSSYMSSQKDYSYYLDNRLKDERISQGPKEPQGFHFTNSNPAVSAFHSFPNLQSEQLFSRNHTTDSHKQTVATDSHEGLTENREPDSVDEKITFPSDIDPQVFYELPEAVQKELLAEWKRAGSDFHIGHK
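Pol iota at 10 nM preincubated 15 min with compounds at room temperature; reaction started with fluorescent substrate, 50 nM final. Fluorescence read kinetically at 0 and 10 min; buffer-only wells as negative control.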
Tb PGK inh: T. brucei PGK inhibition; P07378; PGK/GAPDH coupled, Kinase-Glo luminescence, 60 min; Potency, µM (series often up to 57.5 µM), without a hit: at the top dose activity change, negative = inhibition, actives largely listed as inhibitors; actives 0.043% (n = 380,000); AID 602233; also: % is scaled to controls: 0 for no effect and ±100 for the full control effect; nearly all actives have a fitted effect of over 60% in size
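Luminescent ATP detection (Kinase-Glo Plus) follows a 60-minute room-temperature incubation, with wells lacking PGK as controls. Buffer: 100 mM TEA (pH 7.6), 5 mM MgCl2, 0.01% Tween-20. Coupling enzyme GAPDH (100 nM final) supplies unstable 1,3-BPG in-well.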
BAZ2B block: BAZ2B (human) inhibition. Q9UIF8. actives 4.4% (n = 360,000). Potency, µM (top dose mostly 114 µM), inactives show at the highest dose activity change, negative = inhibition, actives largely listed as inhibitors. AlphaScreen BAZ2B-H3K14Ac peptide displacement; also: % is scaled to controls: 0 for no effect and ±100 for the full control effect; nearly all actives have a fitted effect of over 60% in size
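BAZ2B 50 nM plus b-H3(5-23)K14Ac 50 nM, PBS pH 7.4/0.01% Tween-20, 30 min RT; compound added (max 110 uM), 30 min RT; streptavidin donor/Ni-chelate acceptor beads 10 ug/mL final, 20 min dark; AlphaScreen read.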
JMJD2A Tudor inh: blocks the human JMJD2A Tudor domain; O75164; AlphaScreen JMJD2A-Tudor / H3K4me3 peptide binding; Potency, µM (top dose mostly 114 µM), for inactives: at the top dose activity change, negative = inhibition, actives largely listed as inhibitors; actives 4.4% (n = 390,000); AID 504339; also: % is scaled to controls: 0 for no effect and ±100 for the full control effect; nearly all actives have a fitted effect of over 50% in size
Pin1 inh: human Pin1 inhibition; Q13526; Pin1 FP peptide displacement, HiFluor488, 10 min; Potency, µM (series often up to 115 µM), for inactives: top-dose activity, negative = inhibition, usual class: inhibitors; actives 0.009% (n = 390,000); active = well fitted inhibition curve with a large enough effect in the polarisation, with a control signal flat, not every such curve was filed as active; inconclusive = small, poorly fitted or top-dose-only effect, or effect the other way, or a change in a side signal; inactive = no such curve, though single readings can be large or run the other way; the % refers to the polarisation; also: % is scaled to controls: 0 for no effect and ±100 for the full control effect
Target sequence (Q13526 whole entry, looked up): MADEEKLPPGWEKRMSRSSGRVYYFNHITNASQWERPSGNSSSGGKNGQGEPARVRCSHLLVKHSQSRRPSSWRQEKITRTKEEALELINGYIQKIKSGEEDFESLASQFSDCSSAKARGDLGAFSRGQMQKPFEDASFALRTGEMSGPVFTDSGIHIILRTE
HP1b chromo inh: HP1-beta chromodomain-methylated histone interaction inhibition | P83916 | AlphaScreen HP1-beta / biotin-H3K9me3 peptide binding | Potency, µM (series often up to 114 µM), without a hit: at the top dose activity change, negative = inhibition, usual class: inhibitors | actives 0.56% (n = 390,000); also: nearly all actives have a fitted effect of over 70% in size; inactives centre near 23
Target sequence (P83916 whole entry, looked up): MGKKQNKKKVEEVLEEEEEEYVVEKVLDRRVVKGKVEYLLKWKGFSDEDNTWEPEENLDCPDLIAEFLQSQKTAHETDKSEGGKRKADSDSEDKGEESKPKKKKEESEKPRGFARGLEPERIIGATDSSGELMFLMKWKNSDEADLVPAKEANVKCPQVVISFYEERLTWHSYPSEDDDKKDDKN
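Compound inhibition of the preformed complex between 50 nM HP1-beta and 50 nM biotinylated H3K9me3 peptide was read by AlphaScreen. Buffer was PBS pH 7.4 with 0.01% Tween-20. Incubations ran 30 min at room temperature, with 10 ug/mL donor/acceptor beads.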
* hit, by the source's call; i = inactive; ? = inconclusive; . = not tested or not shown; & = joins results of further samples; [ ] = dose if it differs, or a comment. Unless noted, calls follow the shape of the dose curve; as a rule, active = well fitted curve in the direction sought with a large enough effect; inconclusive = small, poorly fitted or top-dose-only effect, or another doubt; inactive = no such curve, though single readings can be large; an effect the other way counts as inactive or inconclusive. Potency is read from the fitted curve at half-maximal effect. An excerpt, so the mix of outcomes need not match the whole.

Start of the data: the first two records (preview)
SMILES	G9a block	GLS inh	BLM helicase inh	POLI inh	Tb PGK inh	BAZ2B block	JMJD2A Tudor inh	Pin1 inh	HP1b chromo inh
O=C(NNC1CC(c2ccccc2)=NN1C(=O)c1ccccc1)c1ccccc1 (centres undefined)	3.6%[59 µM]	-25.7%	-5.5%	85.5%[activator]	-0.4%	-26.1%	-9.5%	-2.4%	41.2%[activator]
COc1cccc(C2Nc3ccccc3NC3=C2C(=O)CC(C)(C)C3)c1OC (centres undefined)	21.4%	22.1%	-1.5%	62.5%[activator]	i	-4.5%	-15.9%	-6.3%	48.0%[activator]

This part in full (from the top)
SMILES	G9a block	GLS inh	BLM helicase inh	POLI inh	Tb PGK inh	BAZ2B block	JMJD2A Tudor inh	Pin1 inh	HP1b chromo inh
O=C(NNC1CC(c2ccccc2)=NN1C(=O)c1ccccc1)c1ccccc1 (centres undefined)	3.6%[59 µM]	-25.7%	-5.5%	85.5%[activator]	-0.4%	-26.1%	-9.5%	-2.4%	41.2%[activator]
COc1cccc(C2Nc3ccccc3NC3=C2C(=O)CC(C)(C)C3)c1OC (centres undefined)	21.4%	22.1%	-1.5%	62.5%[activator]	i	-4.5%	-15.9%	-6.3%	48.0%[activator]
Cc1cc(/C=C2/SC(=S)N(c3ccc([N+](=O)[O-])cc3)C2=O)c(C)n1-c1cccnc1	10µM*	-3.4%	-3.7%	3.5%	-2.9%	?	?	?	-30.8%
COc1ccc2oc(C(=O)OCC(=O)N3CCN(S(=O)(=O)c4ccccc4)CC3)c(C)c2c1	50.1µM*	-1.3%	.	16.3%	-5.7%	7.0%	-18.5%	21.5%	20.1%
Cc1ccc(-c2noc(CCC(=O)NC3CCCc4ccccc43)n2)cc1 (centres undefined)	12.2%[59 µM]	8.0%	-7.3%	16.5%	3.9%	6.3%	-1.7%	5.5%	8.4%
Cc1ccc(-c2cc3nc(-c4ccccc4)cc(N4CCC5(CC4)OCCO5)n3n2)cc1	100.1%[activator][59 µM]	-8.0%	-4.2%	-20.9%	i	46.3%[activator]	60.0%[activator]	43.2%[activator]	136.1%[activator]
O=C(NCc1ccco1)c1ccc(Cn2c(SCc3ccc(F)cc3)nc3cccnc32)cc1	-45.2%[59 µM]	-10.8%	-3.1%	11.5%	-2.3%	?	-30.4%	15.7%	52.6%[activator]
C#CCOCCOCCOCCNc1nc(N2CCN(C(=O)[C@H]([C@@H](C)CC)n3cc([C@@H](N)CC(C)C)nn3)CC2)nc(N2CCN(C(=O)[C@H]([C@@H](C)CC)n3cc([C@@H](N)CC(C)C)nn3)CC2)n1	?	0.1%	-0.7%	-21.2%	-2.5%	79.4µM*	?	6.2%	6.5%
CCOc1ccc(N(CC(=O)NCC2CCCO2)S(=O)(=O)c2ccc(SC)cc2)cc1 (centres undefined)	?	7.7%	-2.9%	23.3%	-5.0%	6.3%	-19.0%	7.3%	0.4%
CC1(CCC(=O)N2CCCC(N3CCN(c4ccc(F)cc4)CC3)C2)CC1 (centres undefined)	10.0%	18.8%	-1.7%	19.0%	-2.7%	-18.1%	-16.0%	-5.3%	14.1%
CCOc1cc2c3c(c1)C1(Nc4ccccc4S1)C(=O)N3C(C)(C)CC2C (centres undefined)	?	-6.4%	-12.3%	41.4%[activator]	-1.0%	28.2µM*	35.5µM*	12.4%	?
COc1cccc(N2CCN(C(=O)CCNS(=O)(=O)c3ccc4c(c3)c(=O)n(C)c(=O)n4C)CC2)c1	-25.1%	4.1%	-10.4%	35.5%[activator]	-0.1%	-0.4%	-17.7%	-3.9%	32.2%
COCCNC(=O)c1cc(-c2ccc(OC)c(OC)c2)on1	-5.9%[12.7 µM]	-1.4%	-1.4%	23.5%	i	5.3%	-10.3%	-9.6%	13.7%
Cc1ccc(NC(=O)CN2CC(C)SC2=NC2CCCCC2)cc1 (centres undefined)	50.1µM*	-0.1%&1.5%	-4.6%	?	1.1%&4.3%	7.3%	-3.4%&-2.9%	-0.7%&5.1%	2.8%&21.4%
O=C(NC1CC1)C1=C[C@H](C2CC2)C[C@H](OCCCCO)O1	-0.8%[59 µM]	-0.3%	2.9%	23.4%	-1.4%	-0.2%	-4.9%	-1.0%	25.8%
O=C1c2ccccc2C(=O)N1C/C=C/c1ccccc1	13.8%[12.7 µM]	3.2%	-0.9%	26.7%	7.7%	3.9%	2.5%	2.8%	38.2%[activator]
CCC(=O)Nc1ccc(Cl)c(NC(=O)c2ccc([N+](=O)[O-])cc2)c1	11.5%[59 µM]	-20.4%	-6.4%	-24.4%	-3.9%	3.8%	?	-4.8%	11.3%
Brc1ccc(N=C/C=C/C=C/Nc2ccc(Br)cc2)cc1	-4.6%	-22.6%	-2.3%	22.5%	-5.3%	-5.3%[57.1 µM]	-12.2%	0.5%	21.7%
CN(Cc1ccccc1)C(=O)C1CCC(CNS(=O)(=O)c2ccc3c(c2)CCCC(=O)N3)CC1 (centres undefined)	5.5%[59 µM]	1.0%	-1.1%	?	-1.2%	-16.6%	-6.2%	9.7%	19.3%
Cc1cccc2c(N=Nc3ccccc3)c(O)[nH]c12	39.8µM*	-4.3%	-3.6%	156.8%[activator]	-0.2%	3.2%	-9.8%	?	7.2%
Cc1ccccc1C(=O)N1CCN(c2ccc(NC(=O)c3ccc([N+](=O)[O-])o3)cc2)CC1	-14.0%	11.8%	-5.0%	33.7%[activator]	-6.2%	-25.1%	-13.7%	1.4%	-0.6%
COCCNC(=O)CSc1nc2nc(C)cc(C)n2n1	15.9%[2.33 µM]	6.8%	-0.5%	12.5%	i	-5.4%	-22.6%	-2.3%	7.7%
CC(=O)c1cc(-c2ccccc2)[nH]c1N1CCCC1	?	-3.6%	-1.4%	5.8%	-2.4%	-1.9%	-13.7%[11.4 µM]	?	-6.4%
Cc1ccc(-c2cccc(C3CC=CC4C3C(=O)N(Cc3ccccc3)C4c3cc(C)ccc3F)c2)cc1 (centres undefined)	-18.5%[59 µM]	10.5%	-4.5%&-7.0%	-6.4%&4.4%	-2.0%	-5.5%	-9.7%&-18.6%	24.0%&23.9%	21.4%&45.2%
Cc1ccc(NC(=O)N2CCCCCC2)cc1	.	6.9%	0.9%	-13.7%	6.4%	-0.2%	-4.1%	-0.7%	34.4%

An excerpt from above, limited to Pin1 inh.
structure | Pin1 inh
Cc1ccccc1C(=O)N1CCN(c2ccc(NC(=O)c3ccc([N+](=O)[O-])o3)cc2)CC1 | 1.4%
Cc1cccc2c(N=Nc3ccccc3)c(O)[nH]c12 | ?

Continuation.
SMILES	G9a block	GLS inh	BLM helicase inh	POLI inh	Tb PGK inh	BAZ2B block	JMJD2A Tudor inh	Pin1 inh	HP1b chromo inh
Cc1ccc(C(=O)N2CCN(c3ccc(Cl)cc3)CC2)cc1	-2.7%[59 µM]	5.8%	-3.2%	5.3%	3.9%	-3.7%	-12.7%	3.5%	16.1%
O=C(COc1ccc(S(=O)(=O)N2CCCC2)cc1)N1CCCCC1	5.3%	1.4%	-4.9%	?	-3.0%	0.8%	-2.1%	1.3%	19.6%
CCCC(=O)NC(=S)Nc1ccc(Cl)cn1	?	28.2%	-3.7%	18.7%	-3.2%	-0.8%	-12.1%	-11.2%	-14.3%
O=c1c2ccccc2c(C=NCCCN2CCOCC2)c(O)n1Cc1ccccc1	?	1.3%	-4.7%	-12.6%	1.3%	?	-3.1%[11.4 µM]	0.6%	-25.7%
O=C(c1cccc(F)c1)N1CCN(CC2CC3C=CC2C3)CC1 (centres undefined)	10µM*	1.1%	-1.2%	0.5%	i	50.1µM*	5.62µM*	0.2%	?
COc1ccccc1C(=O)N=Nc1c(O)[nH]c2ccc([N+](=O)[O-])cc12	13.4%	-11.7%	-7.0%	-21.0%	.	?	-29.1%	21.3%	15.9%
O=S(=O)(C=C(c1ccccc1)c1ccccc1)c1ccccc1	-15.3%[0.501 µM]	5.6%	-13.6%	0.2%	-0.7%	5.6%	46.5%[activator]	3.6%	96.7%[activator]
COc1ccc(NC(=O)CN2C(=O)NC(C)(c3ccccc3)C2=O)cc1Cl (centres undefined)	14.0%	5.2%	-5.4%	31.4%[activator]	-1.1%	-1.1%	-23.6%	1.0%	-11.8%
CN1CCC(=NNC(=O)C(=O)NCc2ccccc2)CC1	39.8µM*	-0.3%	-2.0%	48.7%[activator]	0.3%	-1.3%	-9.4%	0.2%	16.9%
Cc1ccc(Cl)cc1NC(=O)N[C@@H](C)C(=O)O	1.3%[59 µM]	9.6%	-1.2%	0.3%	-0.9%	-7.4%	?	1.5%	1.9%
Cc1cc(CN2CCCC(N3CCc4ccccc4C3)C2)cc(C)c1O (centres undefined)	?	?	4.0%	-15.4%	-4.9%	-2.3%	-4.9%	-0.1%	27.0%
Cc1ccc(-n2ncc(C(=O)N3CCN(c4cccc(C)c4C)CC3)c2C2CCNCC2)c(C)c1	?	4.7%	-10.2%	-5.9%	-1.9%	1.4%[57.1 µM]	?	-5.1%	-11.9%
COc1cccc(N2C(=O)C3CCCN3C2c2ccc(F)cc2)c1 (centres undefined)	19.4%[12.7 µM]	-3.8%	-7.1%	14.1%	16.2%	3.8%	-5.8%	-4.8%	18.4%
CN1CCN(c2nc(-c3cc4ccccc4o3)cs2)CC1	?	6.6%	3.8%	4.7%	0.6%	?	-5.0%	-2.3%	33.6%
CCc1c(C)c2ccc(O)c(CN(C)C)c2oc1=O	10.7%[12.7 µM]	13.5%	-2.0%	2.9%	-5.7%	-3.4%	-17.2%	5.5%	26.4%
NC(=O)[C@@H]1CC2(CC(c3cccc(NC(=O)[C@@H]4CCC(=O)N4)c3)=NO2)CN1C(=O)Cc1ccc([N+](=O)[O-])cc1 (some centres undefined)	-6.5%[12.7 µM]	9.4%	0.9%	-14.9%	-7.3%	-3.1%	-9.4%	3.6%	29.5%
CC(NC(N)=O)C(=O)OCC(=O)c1ccc(-c2ccccc2)cc1 (centres undefined)	-4.4%	-3.9%	-2.2%	42.0%[activator]	2.3%	-2.2%	-2.9%	7.1%	29.7%
